Bioassay records as filed in PubChem.
TLR9-MyD88 inh: inhibitors of TLR9-MyD88 association in cells, primary screen, cell-based, CHO, BLA complementation, fluorescence. Toll-like receptor 9 (Homo sapiens) + Myeloid differentiation primary response protein …. CCF4 FRET ratio. inhibition, % at 4.98 µM. 340,000 tested, 0.21% active;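 active means inhibition above the mean over all tested compounds plus 3 SD, cut at about 21% in these data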;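 further: 0% = DMSO only wells and 100% = clavulanate BLA inhibitor control wells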
NCOA2 inhibitor: inhibition of GAL4-SRC2 driven luciferase reporter, primary screen, SRC2 inhibitor project, cell-based, luminescence; 370,000 tested, 0.17% active; HEK293 GAL4-SRC2 luciferase reporter; AID 651957, 2012; inhibition, % at 9 µM;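 active means inhibition above the mean inhibition of all tested compounds plus 3 SD, set per campaign, cut at about 52% in these data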;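 further: 0% = DMSO treated cells and 100% = cells given Gossypol at 36 µM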
MC4R antag cAMP: MC4R antagonists of cAMP signaling, primary screen, cell-based, TR-FRET, antagonist arm of biased-ligand search | Melanocortin receptor 4 (Homo sapiens), P32245 | AID 540295, 2011 | MC4R-expressing cells, MTII-stimulated cAMP, LANCE TR-FRET | 360,000 tested, 0.48% active | inhibition, % at 6.5 µM;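 active means inhibition above its plate's cutoff, the mean of tested wells on that plate plus 3 SD, cut at about 29% in these data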;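 further: 0% = Melanotan II alone and 100% = Melanotan II plus saturating MCL0020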
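system = U2OS cells with stable human MC4R expression | also added = Melanotan II challenge after compound preincubation | dosing = one concentration, 6.5 µM nominal | incubation = compound 30 min, challenge 1 h, detection 1 h | measured by = TR-FRET with Eu-cAMP and labeled anti-cAMP, 671 nm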
MC4R ag barr: MC4R agonists recruiting beta-arrestin, primary screen, cell-based, luminescence, agonist arm of biased-ligand search. Melanocortin receptor 4 (Homo sapiens), P32245. U2OS MC4R beta-arrestin complementation; percent of melanotan II response, DMSO zero. activation, % at 8.9 µM. 360,000 tested, 0.98% active. AID 540308, 2011;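 active means activation above a per-plate cutoff, the mean activation of sample wells on that plate plus 3 SD, cut at about 8% in these data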
NOD2 RIPK2 PPI: NOD2-RIPK2 binding disruptors in cells, primary screen, fluorescence, CHO cells, BLA complementation; Receptor-interacting serine/threonine-protein kinase 2 (Homo sapiens), O43353; 360,000 tested, 0.38% active; inhibition, % at 4.98 µM; AID 624267, 2012; CCF4 ratio; in the data active means inhibition above about 21%;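 further: 0% = vehicle only and 100% = reference blocker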
ABCB6 inh 2: ABCB6 transporter inhibitors, primary screen, K562-ABCB6 cells, flow cytometry, MLPCN library; K562-ABCB6 porphyrin accumulation, 1 h; hits give low values; AID 602162, 2011; fluorescence ratio to DMSO, % at 10 µM; ATP-binding cassette sub-family B member 6 (Homo sapiens), Q9NP58; 360,000 tested, 0.19% active;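 active means fluorescence ratio to DMSO below 75%, the collection mean minus 3 SD; inconclusive means too few cells collected in the well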;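 further: signal is porphyrin accumulated inside mitochondria; 100% equals median channel fluorescence of DMSO control wells; lower ratio means ABCB6 inhibition with less porphyrin fluorescence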
Target sequence (Q9NP58 whole entry, looked up): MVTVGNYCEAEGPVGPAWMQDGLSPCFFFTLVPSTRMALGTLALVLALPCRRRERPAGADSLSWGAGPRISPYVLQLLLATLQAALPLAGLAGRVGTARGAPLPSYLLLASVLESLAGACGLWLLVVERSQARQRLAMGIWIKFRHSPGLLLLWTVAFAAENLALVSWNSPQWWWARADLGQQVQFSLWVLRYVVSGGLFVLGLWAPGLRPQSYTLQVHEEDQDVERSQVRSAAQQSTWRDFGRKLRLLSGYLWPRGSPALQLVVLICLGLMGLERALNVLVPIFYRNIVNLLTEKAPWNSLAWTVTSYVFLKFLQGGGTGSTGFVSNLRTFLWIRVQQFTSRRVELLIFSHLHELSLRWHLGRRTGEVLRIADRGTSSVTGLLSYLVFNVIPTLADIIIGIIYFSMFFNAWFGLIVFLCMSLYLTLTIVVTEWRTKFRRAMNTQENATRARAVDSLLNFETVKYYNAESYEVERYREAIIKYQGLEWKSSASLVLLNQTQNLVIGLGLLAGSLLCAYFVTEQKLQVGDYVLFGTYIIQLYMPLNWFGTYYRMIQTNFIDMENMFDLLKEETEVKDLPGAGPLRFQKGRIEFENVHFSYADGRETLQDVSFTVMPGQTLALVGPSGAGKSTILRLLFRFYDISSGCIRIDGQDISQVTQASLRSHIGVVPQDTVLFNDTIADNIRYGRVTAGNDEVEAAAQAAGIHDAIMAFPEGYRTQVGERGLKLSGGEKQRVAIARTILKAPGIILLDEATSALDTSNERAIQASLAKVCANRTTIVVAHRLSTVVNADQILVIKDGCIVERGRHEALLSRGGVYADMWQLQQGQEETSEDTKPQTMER
m5-HT2A agonist: mouse Htr2a agonists via beta-arrestin recruitment, primary screen, cell-based, luminescence | 5-hydroxytryptamine receptor 2A (Mus musculus), P35363 | CHO-K1 mHTR2A beta-arrestin complementation; percent of 30 µM serotonin response | activation, % at 7.6 µM | 360,000 tested, 0.66% active;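 active means activation above a run cutoff, the mean activation of all tested compounds plus 3 SD, cut at about 14% in these data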;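 further: 0% = plate median of compound wells and 100% = 30 µM serotonin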
ABHD5-PLIN5 inh: ABHD5-PLIN5 interaction inhibitors, primary screen, cell lysate, split luciferase complementation, luminescence. Perilipin-5 (Homo sapiens) + 1-acylglycerol-3-phosphate O-acyltransferase ABHD5 (Homo …. Split G. princeps luciferase complementation, 4 h. inhibition, % at 4 µM. 360,000 tested, 0.78% active;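 active means inhibition above the mean inhibition across every tested compound plus 3 SD, cut at about 22% in these data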;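 further: 0% = DMSO only wells and the 100% control is not disclosed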
Cardio protect: cardioprotection against H2O2-induced cell death, primary screen, uHTS, H9c2 cells, ATPLite luminescence | H9c2 cardiomyocytes, H2O2 injury protection, 2 h | protection from H2O2 cell death, % at 20 µM | 360,000 tested, 0.63% active | AID 588492, 2011;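 active means compounds giving at least 50% protection of heart cells from peroxide-induced death in the single-dose screen, raw or plate-pattern-corrected value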;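 further: 0% = DMSO wells with peroxide and 100% = DMSO wells without peroxide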
Glyco luc inh: increase of ERlucT glycosylation luciferase signal, primary screen, N-linked glycosylation inhibitor project, D54 ERlucT cells, luminescence, set 2; reporter increase, % at 12.5 µM; D54 ERlucT glycosylation luciferase reporter, 24 h; percent of 100 nM tunicamycin response; AID 588692, 2011; 360,000 tested, 0.23% active;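 active means mean luciferase reporter signal, scaled so untreated is 0 and the glycosylation-blocking control 100, at or above a set limit in every replicate; inconclusive means mean reaches the limit but not every replicate does; inactive means mean below the limit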;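 further: luciferase carries N-glycosylation sites so blocking glycosylation raises the light; 0% = median of neutral control wells and 100% = median of 100 nM tunicamycin wells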
Numbers without * were called inactive; ? = inconclusive; . = no result given. The list is partial, so the mix of outcomes need not match the whole.

SMILES | TLR9-MyD88 inh | NCOA2 inhibitor | MC4R antag cAMP | MC4R ag barr | NOD2 RIPK2 PPI | ABCB6 inh 2 | m5-HT2A agonist | ABHD5-PLIN5 inh | Cardio protect | Glyco luc inh
CCOc1ccc(NC(=O)CSc2nccn(-c3ccc4c(c3)OCCO4)c2=O)cc1 | -6 | -3 | 5 | -3.0 | 2 | 95 | -2 | -9 | -4 | -3
COc1ccc(N2CCN(C(=O)CCn3nnc4ccccc43)CC2)cc1 | -10 | -6 | 0 | -0.4 | -9 | 91 | 5 | -1 | -1 | -1
Cc1onc(-c2ccccc2)c1CNC(=O)Nc1ccc(C(F)(F)F)cc1 | . | 2 | 5 | 2.8 | -5 | 101 | -3 | -10 | -15 | -6
CCOc1ccc(S(=O)(=O)NCC2CCCO2)c2cccnc12 (configuration not stated) | -2 | -31 | -4 | -1.2 | -9 | 93 | -4 | -4 | 3 | 0
CCCOc1ccc(-c2cnc(N)s2)cc1 | 5 | -45 | 1 | 2.0 | -1 | 101 | -2 | -14 | -8 | 0
Cc1ccc(C(=O)O)cc1-c1ccc(C=C2C(=O)c3ccccc3C2=O)o1 | 2 | -13 | 4 | -1.6 | -7 | 105 | 0 | -9 | -4 | 1
COc1ccc(NC(=O)CSc2nnc(Cc3ccc(C)cc3)c(=O)n2N)cc1 | -4 | 5 | 17 | 2.7 | -7 | 99 | 1 | 3 | 1 | -1
Cc1ccc(CNC(=O)CCC(=O)n2ncc3cc(C)ccc32)cc1 | 2 | 3 | 5 | 1.5 | -3 | 97 | 1 | 8 | 15 | 1
C=CCCN([C@H](CO)Cc1ccccc1)S(=O)(=O)c1ccccc1Br | -10 | 7 | 6 | 3.2 | 7 | 99 | 0 | -6 | -3 | -1
COc1cccc(NC(=O)COC(=O)CC(NC(N)=O)c2ccc(Cl)cc2)c1 (configuration not stated) | -11 | 11 | -1 | 0.2 | -7 | 94 | -4 | 0 | 3 | -1
Cc1cnc(NC(=O)c2ccncc2)s1 | 1 | -27 | 0 | 0.8 | -11 | 91 | 11 | 6 | -1 | 3
COc1ccc(COc2cc(-c3cccc(OC)c3)nc3ccc(NC(=O)c4ccc(OC)cc4)cc23)cc1 | 8 | 0 | -3 | -1.5 | 6 | 94 | -3 | 0 | 58* | 14
Nc1nnc(SCc2ccc(F)cc2Cl)s1 | 1 | . | 11 | 0.0 | -3 | 98 | 3 | 3 | -3 | 2
Cc1cc2cc(CNC(=O)c3ccc(S(=O)(=O)N4CCCCC4)cc3)ccc2[nH]1 | -3 | -40 | 10 | -1.4 | 5 | 95 | -9 | 3 | 0 | -3
Cc1ccc(-c2cc(C(=O)NN)n[nH]2)o1 | . | -44 | -3 | 0.6 | -13 | 95 | 1 | 4 | 8 | 0
COc1cc(/C=C(\C#N)c2nc3ccccc3[nH]2)ccc1O | -1 | -29 | 1 | -0.1 | 4 | 102 | 8 | 10 | 15 | 0
O=C(CCc1ccccc1)N/N=C\c1cc2c(cc1Br)OCO2 | -5 | -2 | 11 | 0.3 | -8 | 101 | 3 | -3 | -12 | -2
COC(=O)c1ccc(NC(=O)CSCc2ccccc2C)cc1 | -4 | . | 15 | 1.4 | -10 | 98 | 2 | 1 | 0 | 1
Cc1cc(N/N=C/c2cccc(Cl)c2)nc(-n2nc(C)cc2C)n1 | 1 | -15 | 7 | 0.5 | 1 | 94 | 4 | -10 | 10 | -1
O=C(CCn1nnnc1CN1CCOCC1)N1CCC(c2ccccc2F)C1 (configuration not stated) | -12 | -19 | 12 | -1.4 | -2 | 102 | 0 | 5 | 1 | 0
O=C(Cc1cccc(NC(=O)C2CCN(C(=O)C3CCCC3)CC2)c1)Nc1cccc(C(=O)N2CCCC2)c1 | -11 | -9 | 11 | 0.4 | 6 | 93 | -7 | -3 | 8 | -3
Cc1ccc([N+](=O)[O-])cc1NC(=O)CNC1CCCCC1 | -1 | -11 | 6 | 0.8 | -10 | 98 | 4 | -3 | 3 | -2
COc1cccc(NC(=O)Nc2cccnc2)c1 | -11 | -9 | 17 | 1.4 | -5 | 110 | 0 | 1 | -5 | -2
COc1ccc(C(=O)NCC(=O)NCC(=O)OCC(=O)c2ccc(Br)cc2)cc1 | -11 | 8 | 20 | -2.8 | 3 | 94 | 1 | -4 | 2 | .
COc1ccccc1C(=O)Nc1ccccc1N1CCOCC1 | -3 | 17 | -2 | -1.4 | -2 | 90 | -3 | -5 | 11 | 9
O=C1C(=O)N(CCO)C(c2ccccc2[N+](=O)[O-])/C1=C(\O)c1ccccc1 (configuration not stated) | -10 | -45 | -3 | -1.9 | -17 | 99 | -2 | -4 | 3 | 3
CCN(c1ccccc1)S(=O)(=O)c1ccc(C(=O)NCCc2ccc(S(N)(=O)=O)cc2)cc1 | -2 | 8 | 12 | -1.3 | -8 | 98 | -7 | 8 | 6 | 1
COc1ccc(N2CCN(CC(O)COCCOc3ccc(Br)cc3)CC2)cc1 (configuration not stated) | 0 | 17 | 14 | 0.6 | 4 | 105 | -1 | -2 | 5 | -1
COc1cccc(NC(=O)c2ccc3c(c2)CCCC3)c1 | 1 | -41 | -3 | -1.6 | -3 | 105 | -9 | -3 | -15 | -11
Cn1c(NCc2ccc3occc3c2)nc2cc(-c3cccc(C(F)(F)F)c3)sc2c1=O | . | 7 | 2 | 0.1 | 7 | 98 | 1 | 2 | -10 | -4
COc1ccccc1CNS(=O)(=O)c1c(C)nc2scc(C)n2c1=O | 5 | 17 | 10 | 0.0 | -2 | 101 | 15* | 7 | 7 | 1
COC(=O)c1ccc(CNC(=O)COC(=O)/C=C/c2ccc(O)c(OC)c2)cc1 | -7 | -15 | 1 | -1.7 | -3 | 95 | -3 | 5 | 4 | 0
O=C(COC(=O)c1cncc(Br)c1)NC1CCCC1 | 10 | 3 | 8 | -1.3 | -1 | 89 | 2 | 3 | 0 | 3
CCN(CC(=O)NCCc1ccc(S(N)(=O)=O)cc1)Cc1nc2ccccc2c(=O)[nH]1 | 10 | -2 | 0 | -0.8 | 1 | 97 | 5 | -1 | 14 | 2
C/C(=C\C(=O)c1ccc(Cl)cc1Cl)N(C)C | 5 | 10 | -2 | -3.0 | -2 | 104 | -4 | 2 | 1 | 2
COc1ccc(C)cc1NS(=O)(=O)c1ccc(Br)s1 | -2 | -6 | 3 | 0.3 | -8 | 98 | -1 | -1 | -2 | 2
Cc1ccccc1NC(=O)c1ccc(C)c(S(=O)(=O)Nc2cccnc2)c1 | -18 | -42 | 6 | -0.6 | -8 | 101 | -7 | 0 | 4 | 4
COc1ccc(CNC(=O)CCn2ccc3cc(S(=O)(=O)N4CCCC4)ccc32)cc1 | 0 | -19 | -3 | -1.0 | 7 | 95 | 5 | 5 | 2 | 0
O=C1NC(=S)NC1=Cc1ccc2c(c1)CCC2 | 0 | -23 | 3 | -2.0 | -11 | 113 | 5 | 7 | -10 | 1
O=C(N/N=C/c1ccc(OC(=O)c2ccccc2Cl)cc1)c1cc(O)cc(O)c1 | -21 | -67 | -6 | 4.4 | -13 | 101 | -7 | -1 | 54* | 3
CC(=O)c1ccc(NC(=O)CSc2nc(C)cc(C)c2C(N)=O)cc1 | -2 | -2 | -3 | -2.0 | 8 | 94 | 1 | 3 | -10 | 0
CCCc1cc(C(=O)Nc2ccc(C(=O)OC)cc2)cs1 | 1 | -43 | -4 | -1.2 | -4 | 100 | -1 | -3 | -7 | -3
CC1(C)Cc2nc3sc4c(=O)n(CC(=O)NCc5ccccc5)cnc4c3cc2CO1 | -4 | -21 | -21 | -1.6 | -8 | 95 | 1 | -6 | 12 | ?
CC(=O)Nc1ccc(SCCN2CC[C@@H](O)CCC2=O)cc1 | 0 | 0 | 8 | -1.0 | 8 | 98 | 30* | 4 | -2 | 2
O=C(O)c1ccccc1-c1nc2cc(Cl)ccc2c(=O)n1O | 5 | 7 | 1 | -2.5 | 6 | 101 | 1 | 2 | -6 | 1
Cc1onc(-c2ccccc2)c1C(=O)OCC(=O)Nc1ccc(C#N)cc1 | -6 | 6 | 6 | -1.8 | 1 | 96 | -2 | -2 | -1 | -2
COc1cc(OC)c(NC(C)C(=O)NCc2ccccc2)cc1Cl (configuration not stated) | 1 | 8 | -1 | 0.6 | -3 | 97 | 0 | -6 | 5 | 3
O=C(CN1C(=O)NC2(CCOc3ccccc32)C1=O)Nc1cccc([N+](=O)[O-])c1 (configuration not stated) | 2 | -9 | -5 | -3.3 | 5 | 98 | 1 | 0 | 2 | 7
O=C(Cn1nc(C(F)(F)F)c2c1CCC2)NC1CCCCC1 | -2 | -22 | 9 | -0.9 | 7 | 96 | 2 | -1 | 3 | 2
Cc1noc(C)c1C(=O)OC(C)C(=O)N1CCc2ccccc21 (configuration not stated) | -5 | 0 | 1 | -1.6 | 5 | 95 | 12 | 2 | 12 | 0
CN1CCN(C(=O)c2ccc(COc3ccc(Cl)cc3Cl)cc2)CC1 | -1 | -21 | 2 | -1.3 | 0 | 98 | -6 | 8 | -1 | -3
O=C(Nc1ccc(-c2ccco2)cc1)C1CCCN(Cc2ccc(CO)o2)C1 (configuration not stated) | 11 | 28 | 7 | -1.9 | -2 | 98 | -15 | 12 | 1 | -1
FC(F)Oc1ccccc1/C=N/n1cnc2ccccc21 | 0 | -26 | 1 | 3.4 | -3 | 93 | 6 | 9 | 0 | -1
Cc1ccc(C(=O)N/C(=C\c2ccco2)C(=O)NCc2cccnc2)cc1 | -2 | -12 | 7 | -2.4 | -8 | 106 | -3 | 3 | 7 | 2
CCN(CC1COc2ccccc2O1)C(=O)CN1C(=O)NC(C)(c2ccccc2)C1=O (configuration not stated) | -12 | 0 | 10 | -1.5 | -3 | 97 | 0 | 8 | 4 | -1
Cc1ccc(/C=C2/SC(=S)N(CCC(=O)N3CCOCC3)C2=O)cc1 | 4 | -18 | 19 | -0.9 | -4 | 98 | 8 | -4 | -13 | 4
